Mcl-1 Bim block – disrupts Bim peptide binding to human Mcl-1. Q07820. Bead-based flow cytometry, Bim peptide-Mcl-1 binding. hit rate 0.1% among 190,000. inhibition, % at 10 µM;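 further: 0% = no compound tracer wells and 100% = peptide blocker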
Target sequence (Q07820 whole entry, looked up): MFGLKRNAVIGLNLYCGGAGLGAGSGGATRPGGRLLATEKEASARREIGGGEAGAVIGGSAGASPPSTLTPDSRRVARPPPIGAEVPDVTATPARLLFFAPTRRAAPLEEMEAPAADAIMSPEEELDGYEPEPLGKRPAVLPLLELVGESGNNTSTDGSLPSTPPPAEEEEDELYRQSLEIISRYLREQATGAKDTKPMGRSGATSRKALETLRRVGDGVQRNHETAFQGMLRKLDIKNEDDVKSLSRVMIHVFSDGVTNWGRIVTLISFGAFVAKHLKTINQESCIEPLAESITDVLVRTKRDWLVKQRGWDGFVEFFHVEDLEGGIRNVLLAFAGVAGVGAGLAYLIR
Bim-Bcl-W – disrupts Bim peptide binding to human Bcl-W. inhibition, % at 10 µM. hit rate 0.02% among 190,000. bead-based flow cytometry. Q92843;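 further: 0% = bound tracer without compound and 100% = peptide blocker; higher means less fluorescent Bim peptide bound to Bcl-W beads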
RGS8-Gao reg – modulates binding of RGS8 to human Galphao | P09471 | multiplexed bead flow cytometry; actives lie on both sides | response (percent of control binding), % at 10 µM | hit rate 0.34% among 220,000 | AID 1423; in the data active means response below about 60% or above about 140%; inactive means in between;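 further: Galphao activated as the GDP aluminium fluoride complex binding bead-coupled RGS8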
Target sequence (P09471 whole entry, looked up): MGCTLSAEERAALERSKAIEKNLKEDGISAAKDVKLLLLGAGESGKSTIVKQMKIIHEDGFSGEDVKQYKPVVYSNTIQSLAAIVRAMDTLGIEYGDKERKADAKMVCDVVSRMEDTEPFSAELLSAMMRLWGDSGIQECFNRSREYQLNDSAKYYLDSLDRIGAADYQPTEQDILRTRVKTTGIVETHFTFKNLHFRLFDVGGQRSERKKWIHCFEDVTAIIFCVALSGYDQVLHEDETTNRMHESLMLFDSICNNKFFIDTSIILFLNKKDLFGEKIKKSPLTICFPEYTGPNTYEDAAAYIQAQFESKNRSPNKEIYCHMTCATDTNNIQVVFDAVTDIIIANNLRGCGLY
Bcl-XL Bim block – disrupts Bim peptide binding to human Bcl-XL; Q07817; bead flow cytometry, fluorescence; inhibition, % at 10 µM; hit rate 0.04% among 190,000; AID 1007
Target sequence (Q07817 whole entry, looked up): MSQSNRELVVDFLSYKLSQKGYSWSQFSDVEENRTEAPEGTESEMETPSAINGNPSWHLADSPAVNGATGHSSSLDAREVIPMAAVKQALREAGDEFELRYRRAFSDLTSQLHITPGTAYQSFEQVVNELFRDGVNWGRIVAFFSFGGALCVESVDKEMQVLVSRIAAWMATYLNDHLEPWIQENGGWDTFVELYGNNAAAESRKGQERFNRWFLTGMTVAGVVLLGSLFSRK
Mcl1-Bid inh – disrupts binding of human Mcl-1 to Bid peptide; AID 1021; hit rate 0.97% among 220,000; TR-FRET Mcl-1/Bid-Dy647 peptide binding, 1536-well; inhibition, % at 21.7 µM;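 active means compounds that cut the binding signal by more than half at the single screening dose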;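 further: His-tagged Mcl-1 with europium anti-His antibody binding Bid BH3 peptide; 0% = Mcl-1 plus peptide wells and 100% = peptide-only wells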
Bim-Bcl-B – disrupts Bim peptide binding to human Bcl-B. inhibition, % at 10 µM. Q9HD36. hit rate 0.073% among 190,000. bead-based flow cytometry;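 further: 0% = tracer peptide without compound and 100% = reference inhibitor peptide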
Bim-Bcl-2 – disrupts Bim peptide binding to human Bcl-2; P10415; Bead-based flow cytometry, Bim peptide-Bcl-2 binding; inhibition, % at 10 µM; hit rate 0.06% among 190,000; in the data active means inhibition above about 40%; inconclusive means no clear call, values can overlap the other calls;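 further: 0% = no compound wells with probe peptide and 100% = reference peptide inhibitor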
Bfl-1 Bim block – human Bim-Bfl-1 interaction inhibition. Bead-based flow cytometry, Bim-Bfl-1 binding inhibition. inhibition, % at 10 µM. hit rate 0.12% among 190,000;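 further: 0% = wells without compound plus tracer and 100% = blocker peptide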
RGS4-Gao reg – human RGS4-Galphao interaction regulation | Multiplexed bead flow cytometry, RGS4-Galphao binding; actives lie on both sides | hit rate 0.33% among 220,000 | AID 1415 | binding response (% of control), % at 10 µM | P09471; in the data active means binding response below about 49% or above about 150%; inactive means in between;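 further: fluorescent Galphao activated with aluminum fluoride binding bead-coupled RGS4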
RGS7-Gao reg – human RGS7-Galphao interaction regulation | Multiplexed bead flow cytometry, RGS7-Galphao binding; actives lie on both sides | binding response (% of control), % at 10 µM | hit rate 0.35% among 220,000 | AID 1439; in the data active means binding response below about 49% or above about 150%; inconclusive means no clear call, values can overlap the other calls; inactive means in between;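 further: fluorescent Galphao held in activated GDP-AlF4 state binding bead-coupled RGS7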
Mcl1 Noxa PPI – disrupts binding of human Mcl-1 to Noxa peptide. Q07820. TR-FRET Mcl-1/Noxa peptide binding, 2 h. inhibition, % at 21.7 µM. hit rate 1.5% among 220,000. AID 1022;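 active means compounds that cut the protein-peptide binding signal by more than 50% relative to plate controls in a single-dose test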;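 further: His-tagged Mcl-1 with rhodamine Noxa BH3 peptide and terbium anti-His antibody; 0% = Mcl-1 plus Noxa peptide wells and 100% = peptide-only wells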
* marks the source's active call; other numbers are inactive results; u = inconclusive; x = not tested or not shown. Unless noted, no stated cut-off is given here; in the data, active means inhibition above about 40%.

SMILES	Mcl-1 Bim block	Bim-Bcl-W	RGS8-Gao reg	Bcl-XL Bim block	Mcl1-Bid inh	Bim-Bcl-B	Bim-Bcl-2	Bfl-1 Bim block	RGS4-Gao reg	RGS7-Gao reg	Mcl1 Noxa PPI
CCOC(=O)C1CCCN(CC(O)COc2ccc(OC)cc2C(C)(C)C)C1 (centres undefined)	-1.0	0.0	103.2	-5.0	15.2	-9.0	-8.0	-14.0	103.3	99.9	29.3
COc1cccc(C2CC(c3c(Cl)cccc3Cl)n3nc(N)nc3N2)c1 (centres undefined)	-5.0	0.0	99.9	-4.0	-8.2	-6.0	-2.0	0.0	100.6	106.8	12.0
CCCn1c(SCC(=O)N2N=C3/C(=C/c4ccc(OC)cc4)CCCC3C2c2ccc(OC)cc2)n[nH]c1=O (centres undefined)	-2.0	8.0	100.6	-4.0	2.9	-6.0	-10.0	-17.0	96.7	96.9	28.1
C=CCC1(CC=C)CCCN1C(=O)CC1C(=O)NCCN1Cc1ccc(OC)c(OC)c1 (centres undefined)	0.0	-2.0	98.7	-4.0	-27.6	-2.0	0.0	-6.0	101.4	99.0	9.6
CN(c1cnn(-c2ccccc2)c(=O)c1Cl)n1cccc1	x	x	108.0	x	-1.7	x	x	x	106.0	u	-16.9
Cc1ccc(N2CSC3=C(C#N)C(c4cccs4)CC(=O)N3C2)cc1 (centres undefined)	-8.0	0.0	80.8	-2.0	-17.8	-25.0	1.0	23.0	85.6	97.7	28.1
CC(C)(C)c1ccc(CN2N=C(/C=C/c3ccccc3)CCC2=O)cc1	2.0	0.0	102.3	0.0	6.6	-1.0	-3.0	-3.0	100.9	96.5	6.8
COc1cc(SC)ccc1C(=O)NCCOc1ccc(F)cc1	-4.0	-2.0	100.6	-5.0	-5.7	-6.0	-1.0	0.0	99.5	101.3	22.0
COCCCNC(=O)Cn1nnc(-c2ccc(NC(=O)c3ccccc3OC)cc2)n1	-1.0	-1.0	99.9	-3.0	7.3	-6.0	-10.0	-12.0	99.7	100.5	15.3
CCOC(=O)C1CCN(C(=O)c2cccc(Cl)c2)CC1	-2.0	-1.0	101.0	-5.0	-1.1	-9.0	-8.0	-10.0	101.4	99.0	2.5
CCOc1cccc(OCCCOc2cccc3cccnc23)c1	0.0	0.0	101.9	-2.0	-7.4	-2.0	-3.0	-7.0	93.0	96.9	19.8
Nc1ccc(Oc2ccc3nc(-c4ccccc4)c(-c4ccccc4)nc3c2)cc1	1.0	3.0	100.1	0.0	-50.2	2.0	2.0	-1.0	100.6	97.8	9.9

A portion of the results above:
SMILES	Mcl-1 Bim block	Bim-Bcl-W	RGS8-Gao reg	Bcl-XL Bim block	Mcl1-Bid inh	Bim-Bcl-B	Bim-Bcl-2	Bfl-1 Bim block	RGS4-Gao reg	RGS7-Gao reg	Mcl1 Noxa PPI
CCCn1c(SCC(=O)N2N=C3/C(=C/c4ccc(OC)cc4)CCCC3C2c2ccc(OC)cc2)n[nH]c1=O (centres undefined)	-2.0	8.0	100.6	-4.0	2.9	-6.0	-10.0	-17.0	96.7	96.9	28.1
C=CCC1(CC=C)CCCN1C(=O)CC1C(=O)NCCN1Cc1ccc(OC)c(OC)c1 (centres undefined)	0.0	-2.0	98.7	-4.0	-27.6	-2.0	0.0	-6.0	101.4	99.0	9.6
CN(c1cnn(-c2ccccc2)c(=O)c1Cl)n1cccc1	x	x	108.0	x	-1.7	x	x	x	106.0	u	-16.9
Cc1ccc(N2CSC3=C(C#N)C(c4cccs4)CC(=O)N3C2)cc1 (centres undefined)	-8.0	0.0	80.8	-2.0	-17.8	-25.0	1.0	23.0	85.6	97.7	28.1
CC(C)(C)c1ccc(CN2N=C(/C=C/c3ccccc3)CCC2=O)cc1	2.0	0.0	102.3	0.0	6.6	-1.0	-3.0	-3.0	100.9	96.5	6.8
COc1cc(SC)ccc1C(=O)NCCOc1ccc(F)cc1	-4.0	-2.0	100.6	-5.0	-5.7	-6.0	-1.0	0.0	99.5	101.3	22.0
COCCCNC(=O)Cn1nnc(-c2ccc(NC(=O)c3ccccc3OC)cc2)n1	-1.0	-1.0	99.9	-3.0	7.3	-6.0	-10.0	-12.0	99.7	100.5	15.3
CCOC(=O)C1CCN(C(=O)c2cccc(Cl)c2)CC1	-2.0	-1.0	101.0	-5.0	-1.1	-9.0	-8.0	-10.0	101.4	99.0	2.5
CCOc1cccc(OCCCOc2cccc3cccnc23)c1	0.0	0.0	101.9	-2.0	-7.4	-2.0	-3.0	-7.0	93.0	96.9	19.8
Nc1ccc(Oc2ccc3nc(-c4ccccc4)c(-c4ccccc4)nc3c2)cc1	1.0	3.0	100.1	0.0	-50.2	2.0	2.0	-1.0	100.6	97.8	9.9

(cont.)
SMILES	Mcl-1 Bim block	Bim-Bcl-W	RGS8-Gao reg	Bcl-XL Bim block	Mcl1-Bid inh	Bim-Bcl-B	Bim-Bcl-2	Bfl-1 Bim block	RGS4-Gao reg	RGS7-Gao reg	Mcl1 Noxa PPI
COc1ccccc1C(CC(=O)Nc1ccc(Cl)cc1)c1ccc(OC(C)C)cc1 (centres undefined)	-19.0	-5.0	100.5	-7.0	-41.1	-10.0	-7.0	-17.0	100.3	99.9	-1.5
COc1ccccc1/C=C/C=N/NC(=O)c1ccc(=O)n(C)c1	-3.0	-7.0	100.0	-10.0	-18.2	-8.0	-9.0	-14.0	100.5	98.3	6.7
Cc1nn(-c2ccccc2)c(C)c1/C=N/NC(=O)c1cnccn1	x	x	97.8	x	8.0	x	x	x	101.1	u	5.1
Cc1ccc(N=Nc2ccc(C)cc2NC(=O)Nc2ccccc2F)cc1	x	x	104.5	x	-6.3	x	x	x	114.5	x	-8.3
COc1ccc(C(=O)Nc2ccc3oc(-c4cccc(Cl)c4)cc(=O)c3c2O)cc1	x	x	96.0	x	15.5	x	x	x	87.3	u	-3.1
CCc1ccccc1NC(=O)CN(c1cccc(OC)c1)S(C)(=O)=O	0.0	0.0	98.8	-8.0	-0.2	-8.0	-8.0	-11.0	97.1	99.2	-6.8
COc1ccc(NC(=O)COC(=O)C2CCN(S(=O)(=O)c3cccs3)CC2)cc1	-1.0	1.0	98.9	-3.0	-5.8	-1.0	0.0	0.0	99.5	99.3	13.5
C/C(=C\c1ccccc1)C(=O)Nc1nc2ccc([N+](=O)[O-])cc2s1	-3.0	-5.0	100.2	-6.0	-10.4	-4.0	1.0	0.0	100.4	99.7	21.1
O=C(Cc1cc(=O)[nH][nH]1)N/N=C/c1cccc2ccccc12	0.0	-1.0	99.4	-4.0	-106.0	-4.0	-5.0	-5.0	96.5	98.6	-0.9
Cc1nc2sc(C(c3ccc(Cl)cc3)N3CC(C)OC(C)C3)c(O)n2n1 (centres undefined)	-12.0	-7.0	103.5	-12.0	-13.1	-13.0	-13.0	-23.0	102.8	103.5	0.2
CN(c1ccc(C(=O)O)cc1)S(=O)(=O)c1ccccc1	0.0	0.0	94.5	-2.0	-7.2	0.0	1.0	0.0	93.3	90.6	4.3
O=C1CNC(=O)c2c(nc3n2CCC3)N1	-2.0	0.0	100.1	-2.0	-16.5	0.0	0.0	-2.0	99.0	98.8	-1.2
CC1CN(c2nc3ccccc3nc2C(C#N)C(=O)NCc2ccc3c(c2)OCO3)CC(C)O1 (centres undefined)	-5.0	-1.0	100.2	-16.0	-9.5	-16.0	-13.0	-15.0	109.2	100.4	3.5
O=c1[nH][nH]c(=O)n1-c1ccccc1	-1.0	-3.0	100.0	-6.0	-71.5	-4.0	-6.0	-5.0	99.2	104.2	12.0
O=C(O)CNC(=O)C(c1ccccc1)c1ccccc1	x	x	98.5	x	7.0	x	x	x	100.9	u	14.1
CCOC(=O)C1(Cc2cccc(OC)c2)CCN(C(C)CC(C)(C)O)CC1 (centres undefined)	-1.0	-1.0	100.5	-6.0	-7.9	-4.0	-1.0	-6.0	100.4	102.9	-5.4
O=C1N/C(=C/c2ccc(Br)s2)C(=O)N1c1ccccc1	-4.0	-5.0	102.0	-4.0	-34.4	-5.0	-8.0	-10.0	99.7	101.6	-6.1
COCCNC(=O)C(OC(=O)c1cccs1)c1ccc(F)cc1 (centres undefined)	-3.0	0.0	102.4	-2.0	-31.2	-3.0	-5.0	-4.0	101.8	104.8	6.6
Cc1cc(Cl)c(S(=O)(=O)Nc2ccccn2)cc1OCC(N)=O	1.0	0.0	103.3	-5.0	-0.9	2.0	-1.0	0.0	104.4	112.6	-17.6
O=C(NCCCN1CCC(Cc2ccccc2)CC1)C1CC(=O)N(C2CCCC2)C1 (centres undefined)	-4.0	-10.0	99.2	-12.0	-8.3	-13.0	-9.0	-11.0	97.5	99.6	-6.4
N/C(=N\O)c1ccc(Oc2ccccc2Cl)c([N+](=O)[O-])c1	x	x	102.9	x	-15.8	x	x	x	103.0	u	-10.2
Cc1ccc(S(=O)(=O)/C(C#N)=C/c2c(N3CCC(C(N)=O)CC3)nc3c(C)cccn3c2=O)cc1	1.0	4.0	98.2	-1.0	12.0	-1.0	2.0	0.0	102.0	102.2	36.2
COc1ccc(CCN2CC34C=CC(O3)C(C(=O)NCc3ccccc3)C4C2=O)cc1OC (centres undefined)	-2.0	0.0	98.4	0.0	-7.5	-1.0	0.0	-3.0	100.2	100.0	9.2
C/C(Cc1ccccc1)=N\NC(=O)CNC(=O)c1ccc(Cl)cc1Cl	x	x	99.8	x	-13.2	x	x	x	99.5	u	12.2
Cc1cccc(Nc2nc(N3CCN(C)CC3)nc(N)c2[N+](=O)[O-])c1	-2.0	-5.0	96.5	-6.0	-10.9	-4.0	-4.0	-3.0	96.1	94.4	16.2
O=Cc1ccc(Sc2ncccn2)o1	-2.0	-4.0	104.4	-4.0	-16.0	-12.0	-3.0	-9.0	101.8	101.7	18.5
COc1cccc(/C=N/NC(=O)c2cnccn2)c1O	x	x	93.9	x	-250.2	x	x	x	104.0	u	-37.3
CCN1C(=O)CSC1=NC1C2CC3CC(C2)CC1C3 (centres undefined)	-2.0	-1.0	99.5	-2.0	10.0	0.0	-3.0	-4.0	100.6	99.7	4.0
Cc1ccc(Cc2nc(-c3ccccn3)no2)cc1	-2.0	-2.0	101.5	-1.0	-14.2	0.0	-2.0	-3.0	99.1	98.0	-5.5
CC(C)COCC1CC2(CC(C)(c3csc(N)n3)OC2=O)C(=O)O1 (centres undefined)	0.0	0.0	98.0	0.0	-5.9	0.0	1.0	2.0	97.1	97.3	7.0
Cc1noc(C)c1C(=O)NCc1ccccc1F	0.0	-1.0	104.0	-3.0	-12.7	-2.0	1.0	-3.0	100.5	u	-5.9
COc1ccc(N2C(=O)[C@@H]3[C@H](C2=O)[C@H]2c4ccccc4C=CN2[C@@H]3C(=O)Nc2ccccc2)cc1	-6.0	0.0	103.4	-11.0	-6.7	-11.0	-8.0	-14.0	102.7	103.2	30.3
C/C=C(/C)C(=O)O[C@H]1[C@@H](O)c2c(ccc3ccc(=O)oc23)OC1(C)C	0.0	-3.0	99.1	-1.0	1.1	-4.0	0.0	1.0	98.0	100.4	8.1
O=C(CCn1nnc2ccccc2c1=O)N[C@@H](Cc1c[nH]c2ccccc12)C(=O)O	x	x	102.1	x	-99.6	x	x	x	97.1	u	18.9
O=C(Oc1ccc(Cl)c2cccnc12)N1CCCCC1	-5.0	1.0	101.9	-7.0	-15.4	-6.0	-10.0	-14.0	99.5	102.6	2.4
COC(=O)c1cc(=O)n(Cc2ccco2)c(=Nc2ccc(F)c(Cl)c2)s1	-5.0	0.0	95.9	-4.0	11.0	0.0	-3.0	-5.0	100.8	100.6	-11.7
